Compound activity (PubChem BioAssay)
A350 fluor – qHTS Assay for Spectroscopic Profiling in A350 Spectral Region; Compound autofluorescence, 340/450 nm, Alexa 350 dye-equivalents; active compounds read high; max dye-equivalent concentration, M; actives 11% (n = 59,000); AID 590, 2007; in the data active = max dye-equivalent concentration above about 10 nM; inconclusive = mostly about 1.1 nM to 9.6 nM
Rhodamine autofl – qHTS Assay for Spectroscopic Profiling in Rhodamine Spectral Region | Rhodamine-region fluorescence, 547/598 nm, Tris buffer; active compounds read high | max dye-equivalent concentration, M | actives 0.05% (n = 59,000) | AID 594, 2007; in the data active = max dye-equivalent concentration above about 11 nM; inconclusive = between about 1.1 nM and that limit
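Read-out is relative fluorescence at 547 nm excitation and 598 nm emission, expressed as dye-equivalent concentration using rhodamine standards on every plate. Each compound was profiled across a concentration series after 15 min in 100 mM Tris, pH 8.0.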
Tau filament bind – qHTS Assay for Tau Filament Binding; Microtubule-associated protein tau (Homo sapiens), P10636; AID 596, 2007; Potency, µM (doses to about 57.1 µM), for inactives: at the top dose activity change, negative = inhibition; actives 2% (n = 71,000); recombinant tau filaments, thioflavin S fluorescence, 15 h; filaments grown with octadecylsulfate alongside compound;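 also: potency is read from the fitted curve at half-maximal effect; % is scaled to controls: 0 for no effect and ±100 for the full control effect; actives lower thioflavin S fluorescence by blocking filaments or displacing dye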
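Quantitative HTS: thioflavine S signal from ODS-induced tau filaments, excited at 450 nm, emission 510 nm. Conditions: 1 uM tau, 30 uM ODS, 15 h at 37 C, pH 7.4.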
TexasRed autofl – qHTS Assay for Spectroscopic Profiling in Texas Red Spectral Region | Compound fluorescence, Texas Red channel, 547/618 nm; active compounds read high | max dye-equivalent concentration, M | actives 0.06% (n = 59,000) | AID 587, 2007; in the data active = max dye-equivalent concentration above about 10 nM; inconclusive = between about 1.1 nM and that limit
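Texas Red-region profiling: compounds in 100 mM Tris pH 8.0 were read at 547/618 nm after 15 min at room temperature. Intensities were normalized against a six-point Texas Red standard series to give dye-equivalent concentration.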
Casp1 inh – qHTS Assay for Allosteric/Competitive Inhibitors of Caspase-1. actives 0.03% (n = 75,000). P29466. Potency, µM (highest dose often 57.5 µM), for inactives: at the highest dose activity change, negative = inhibition, hits mostly inhibitors. Caspase-1 enzyme, Ac-WEHD-AFC fluorogenic rate;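 also: potency is read from the fitted curve at half-maximal effect; plate controls were vehicle for no effect and no substrate for full effect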
Target sequence (P29466 120-297 limits assumed): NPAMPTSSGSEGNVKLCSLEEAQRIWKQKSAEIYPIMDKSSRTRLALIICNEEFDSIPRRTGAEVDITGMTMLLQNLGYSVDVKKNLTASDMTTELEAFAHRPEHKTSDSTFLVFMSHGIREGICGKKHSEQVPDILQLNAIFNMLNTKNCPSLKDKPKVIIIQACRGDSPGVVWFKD
Target sequence (P29466 317-404 limits assumed): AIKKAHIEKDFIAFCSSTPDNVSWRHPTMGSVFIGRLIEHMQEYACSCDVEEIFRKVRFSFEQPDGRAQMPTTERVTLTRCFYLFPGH
Fluorescein fluor – qHTS Assay for Spectroscopic Profiling in Fluorescein Spectral Region | Compound autofluorescence, 480/540 nm, fluorescein-equivalent; active compounds read high | max fluorescein-equivalent concentration, M | actives 0.91% (n = 59,000); in the data active = max fluorescein-equivalent concentration above about 10 nM; inconclusive = between about 1.1 nM and that limit
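Values reflect compound autofluorescence, normalized to fluorescein on the same plate and reported at each tested concentration. Conditions: 100 mM Tris pH 8.0, room temperature, 15 min, excitation 480 nm, emission 540 nm.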
Casp7 inh – qHTS Assay for Allosteric/Competitive Inhibitors of Caspase-7; P55210; recombinant caspase-7, Ac-DEVD-AFC fluorescence rate; Potency, µM (series often up to 57.5 µM), without a hit: at the highest dose activity change, negative = inhibition, usual class: inhibitors; actives 0.02% (n = 75,000); AID 889, 2007; active = well fitted inhibition curve with a large enough effect in the main read-out, with a control signal flat, not every such curve was filed as active; inconclusive = small, poorly fitted or top-dose-only effect, or a change in a side signal; also: potency is read from the fitted curve at half-maximal effect; % of control where 0% means no effect
Target sequence (P55210 24-198 limits assumed): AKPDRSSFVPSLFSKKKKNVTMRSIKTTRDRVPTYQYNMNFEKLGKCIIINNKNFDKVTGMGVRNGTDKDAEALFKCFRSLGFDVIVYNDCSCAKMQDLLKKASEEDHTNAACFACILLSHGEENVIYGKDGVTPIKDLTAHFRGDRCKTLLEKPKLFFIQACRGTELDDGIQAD
Target sequence (P55210 207-303 limits assumed): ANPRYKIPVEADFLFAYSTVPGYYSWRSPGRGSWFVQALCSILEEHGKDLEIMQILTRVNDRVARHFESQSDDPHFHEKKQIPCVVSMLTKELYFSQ
Luciferase inh – qHTS Assay for Inhibitors of Firefly Luciferase; actives 2.2% (n = 72,000); Luciferin 4-monooxygenase (Photinus pyralis), P08659; purified firefly luciferase, luminescence, 8 min; Potency, µM (top dose mostly 57.1 µM), for inactives: at the top dose activity change, negative = inhibition, actives largely listed as inhibitors; also: potency is read from the fitted curve at half-maximal effect; % is scaled to controls: 0 for no effect and ±100 for the full control effect; nearly all actives have a fitted effect of over 40% in size
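Inhibition of light generation by firefly luciferase from ATP and luciferin was profiled with concentration-response curves per sample, ATP held at 10 uM within the enzyme's linear range. Plates were read by luminescence after an 8-minute ambient incubation.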
HEK293 cAMP ctrl – qHTS Assay for Agonists of the Thyroid Stimulating Hormone Receptor: Activators of Intracellular cAMP Concentrations in Parental HEK 293; parental HEK293 CNG cAMP sensor, membrane potential fluorescence; Potency, µM (titrated, usually from 57.1 µM), inactives show at the highest dose activation, actives largely listed as activators; actives 2.5% (n = 73,000); also: potency is read from the fitted curve at half-maximal effect; % of control where 0% means no effect; nearly all actives have a fitted effect of over 55% in size
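Counterscreen for endogenous-receptor signalling: CNG-channel HEK 293 cells report cAMP rise by membrane depolarization. After 60 min dye equilibration with 100 uM RO 20-1724, compounds incubated 30 min before bottom-read fluorescence at 590 nm.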
ERK AVP inh – qHTS Assay for Inhibitors of the ERK Signaling Pathway using a Homogeneous Screening Assay; AID 995, 2007; actives 0.99% (n = 72,000); Potency, µM (series often up to 57.5 µM), for the others: at the highest dose activity, negative = inhibition, actives largely listed as inhibitors; HEK293-V1b, vasopressin-stimulated pERK AlphaScreen; also: potency is read from the fitted curve at half-maximal effect; % is scaled to controls: 0 for no effect and ±100 for the full control effect; nearly all actives have a fitted effect of over 55% in size
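HEK293 cells stably expressing V1b receptor, preincubated 30 min at 37 °C with compound, then stimulated 5 min with 25 nM vasopressin. Phospho-ERK by AlphaScreen SureFire after 5 h RT; normalized to DMSO and vasopressin; AC50 by Hill fit.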
4MU fluor – qHTS Assay for Spectroscopic Profiling in 4-MU Spectral Region; compound autofluorescence, 340/450 nm, 4-MU equivalents; active compounds read high; max dye-equivalent concentration, M; actives 11% (n = 59,000); AID 589, 2007; in the data active = max dye-equivalent concentration above about 10 nM; inconclusive = mostly about 1.1 nM to 9.6 nM
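Compounds in 100 mM Tris, pH 8.0, sat 15 min at room temperature before fluorescence was read at 340 nm excitation/450 nm emission; a per-plate six-point 4-MU standard curve converted signals to dye-equivalent concentration at each compound concentration.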
* hit, by the source's call; i = inactive; ? = inconclusive; nt = no result given; [ ] = another dose, or the depositor's remark. Unless noted, calls follow the shape of the dose curve; as a rule, active = well fitted curve in the direction sought with a large enough effect; inconclusive = small, poorly fitted or top-dose-only effect, or another doubt; inactive = no such curve, though single readings can be large; an effect the other way counts as inactive or inconclusive.

SMILES,A350 fluor,Rhodamine autofl,Tau filament bind,TexasRed autofl,Casp1 inh,Fluorescein fluor,Casp7 inh,Luciferase inh,HEK293 cAMP ctrl,ERK AVP inh,4MU fluor
CC(=O)N1CCN(c2ccc(NC(=O)c3ccc4c(c3)OCO4)cc2)CC1,i,i,-21%,?,1%,i,0%,-3%,7%,10%,i
CCOc1cc(C)nc(Oc2ccc(=O)[nH]n2)n1,i,i,82%,i,-2%,i,1%,1%,1%,-6%,i
CCOC(=O)c1sc(NC(=O)CSc2nnc(-c3ccco3)n2CC)c(C(=O)OCC)c1C,i,i,94%,i,-4%,?,-13%,-1%,?,9%,i
O=C(c1ccc2c(c1)OCCO2)N(c1ccccn1)C1CCCCC1,i,i,5%,?,2%,?,8%,0%,6%,7%,i
CCOC(=O)c1ccc(NC(=O)c2cc3ccccc3o2)cc1,nt,nt,51%,nt,-1%,nt,-1%,?,25µM*,32µM*,nt
Nc1cc(S(=O)(=O)O)ccc1O,nt,nt,12%,nt,-2%,nt,-1%,nt,0%,6%,nt
O=c1cnc2cnc(Nc3ccccc3)nc2n1C[C@H]1CCCO1,i,i,-13%,i,-2%,i,-1%,0%[11.4 µM],26%,-20%,i
COc1ccc(-c2noc(C3CCCN(S(=O)(=O)c4cccc(Cl)c4C)C3)n2)cc1OC (stereo not given),i,i,26%,i,-2%,?,-1%,2%,14%,11%,i
Cc1ccc(-c2cc(C(F)F)nc(NCC3CCCO3)n2)cc1 (stereo not given),2.5e-08M*,i,13%,i,-3%,i,-3%,-8%,24%,-23%,2.3e-08M*
CCN1CCN(S(=O)(=O)c2ccc(Br)s2)CC1,i,i,-6%,?,1%,i,1%,1%,6%,-10%,i
NC(=O)Cn1nnc(-c2ccc(C(F)(F)F)cc2)n1,i,i,-4%,i,-1%,?,1%,-1%,2%,-14%,i
CCOC(=O)C1C(=O)CC(C)(O)C(C(=O)OCC)C1c1ccc(OCC)cc1 (stereo not given),nt,nt,-4%,nt,0%,nt,0%,-1%,?,22%,nt
Cc1ccc2c(c1)c(C)c(C)n2CC(O)Cn1nnc2ccccc21 (stereo not given),i,i,-16%,i,-1%,?,1%,1%,9%,?,i
O=C(Nc1ccccc1NC(=O)c1c(F)c(F)c(F)c(F)c1F)c1c(F)c(F)c(F)c(F)c1F,i,i,-8%,i,0%,i,0%,1%,14%,?,i
Cc1cc(S(=O)(=O)NCC(C)C)ccc1OCC(=O)NCc1ccccn1,i,i,-1%,i,0%,i,2%,3%,5%,3%,i
CCOC(=O)/C(C#N)=C(/C)c1ccc(OC)cc1,nt,nt,-15%,nt,0%,nt,0%,-9%,16%,-11%,nt
Cc1cc2nc(SCC(=O)Nc3nonc3C)c3c(c2cc1C)CCCC3,i,i,10%,i,3%,?,-2%,0%,28%,-13%,i
CSc1ccccc1N=Cc1nc(-c2ccccc2)oc1O,nt,nt,-6%,nt,?,nt,?,?,26%,41%[activator],nt
Cc1noc(C)c1S(=O)(=O)NC1CCCc2ccccc21 (stereo not given),i,i,-17%,i,-1%,i,0%,2%,8%,13%,i
c1ccc(-c2cnc(CSc3ncnc4sccc34)o2)cc1,i,i,-13%,i,5%,i,2%,-5%,16µM*,32µM*,i

Four of these compounds in a different format:
molecule: Nc1cc(S(=O)(=O)O)ccc1O
  A350 fluor = nt
  Rhodamine autofl = nt
  Tau filament bind = 12%
  TexasRed autofl = nt
  Casp1 inh = -2%
  Fluorescein fluor = nt
  Casp7 inh = -1%
  Luciferase inh = nt
  HEK293 cAMP ctrl = 0%
  ERK AVP inh = 6%
  4MU fluor = nt
molecule: O=c1cnc2cnc(Nc3ccccc3)nc2n1C[C@H]1CCCO1
  A350 fluor = i
  Rhodamine autofl = i
  Tau filament bind = -13%
  TexasRed autofl = i
  Casp1 inh = -2%
  Fluorescein fluor = i
  Casp7 inh = -1%
  Luciferase inh = 0%[11.4 µM]
  HEK293 cAMP ctrl = 26%
  ERK AVP inh = -20%
  4MU fluor = i
molecule: COc1ccc(-c2noc(C3CCCN(S(=O)(=O)c4cccc(Cl)c4C)C3)n2)cc1OC (stereo not given)
  A350 fluor = i
  Rhodamine autofl = i
  Tau filament bind = 26%
  TexasRed autofl = i
  Casp1 inh = -2%
  Fluorescein fluor = ?
  Casp7 inh = -1%
  Luciferase inh = 2%
  HEK293 cAMP ctrl = 14%
  ERK AVP inh = 11%
  4MU fluor = i
molecule: Cc1ccc(-c2cc(C(F)F)nc(NCC3CCCO3)n2)cc1 (stereo not given)
  A350 fluor = 2.5e-08M*
  Rhodamine autofl = i
  Tau filament bind = 13%
  TexasRed autofl = i
  Casp1 inh = -3%
  Fluorescein fluor = i
  Casp7 inh = -3%
  Luciferase inh = -8%
  HEK293 cAMP ctrl = 24%
  ERK AVP inh = -23%
  4MU fluor = 2.3e-08M*

New compounds follow.
SMILES,A350 fluor,Rhodamine autofl,Tau filament bind,TexasRed autofl,Casp1 inh,Fluorescein fluor,Casp7 inh,Luciferase inh,HEK293 cAMP ctrl,ERK AVP inh,4MU fluor
COc1ccc(NC(=O)CN2CCN(CC(=O)Nc3ccccc3Cl)CC2)cc1Cl,i,i,8%,i,0%,i,-2%,1%,25%,-7%,i
O=C(NCCC1=CCCCC1)C1CCN(S(=O)(=O)c2cccc3nsnc23)CC1,6.8e-08M*,i,-9%,i,2%,i,1%,5%,13%,-9%,8.6e-08M*
O=C(c1cc2n(n1)C(C(F)(F)F)CC(c1ccc(Cl)cc1)N2)N1CCCC1 (stereo not given),i,i,3%,i,-1%,i,0%,1%,-12%,1%,i
O=C(CSC1=NCCS1)NCc1ccco1,nt,nt,1%[11.4 µM],nt,-4%,nt,-6%,1%,-14%[11.4 µM],6%,nt
Cc1ccc2c(c1)N(CC(=O)Nc1ccc3c(c1)OCCO3)C(=O)CO2,i,i,4%,i,-1%,i,1%,-4%,?,-15%,i
COc1ccc(C(CNC(=O)CN2C(=O)NC3(CC(C)CC(C)(C)C3)C2=O)N2CCOCC2)cc1 (stereo not given),?,i,6%,i,0%,?,2%[0.00368 µM],2%,?,-8%,i
CC(C)n1nnnc1SCC(=O)Nc1ccccc1N1CCOCC1,i,i,10%,i,1%,i,0%,3%,11%,-6%,i
Cn1c(SCC(=O)c2ccc3c(c2)OCO3)nnc1-c1ccccn1,i,i,13%,i,2%,i,1%,1%,?,-11%,i
Nc1cc(C(F)(F)F)ccc1C(=O)O,nt,nt,10%,nt,-1%,nt,1%,1%,8%,nt,nt
CC(C)(C)c1ccc(S(=O)(=O)N2CCCCC2C(=O)NCc2ccccn2)cc1 (stereo not given),nt,nt,-8%,nt,-2%,nt,2%,1%,3%,nt,nt
Cc1ccc2c(c1)NC(=O)C(CC(=O)NCCN(C)C)O2 (stereo not given),nt,nt,-7%,nt,0%,nt,0%,-2%,-2%,1%,nt
O=C(O)C1CCC(CNc2c(NC3CCCCC3)c(=O)c2=O)CC1 (stereo not given),nt,nt,15%,nt,-2%,nt,0%,2%,26%,nt,nt
COc1cc(Nc2cc(C)nc3nc(C)nn23)cc(OC)c1OC,nt,nt,-6%,nt,2%,nt,-3%,2%,4%,-32%,nt
CCCc1nc2ccccc2c2nc(N)nn12,i,i,-2%,i,1%,i,1%,3%,10%,?,i
C=CCn1c(Cc2ccc(OCC)cc2)nnc1SCC(N)=O,i,i,2%,i,0%,i,-1%,2%,3%,-18%,i
Cc1ccc(S(=O)(=O)N2CCN(C(=O)c3c(C)nn(-c4ccccc4)c3Cl)CC2)cc1,i,i,6%,i,-1%,i,-4%,1%,20%,7%,i
Cc1ccc(C)c(NS(=O)(=O)c2ccc(OCC(=O)N3CCOCC3)cc2)c1,i,i,-3%,i,-1%,i,0%,1%,-2%,-18%,i
CCCNC(=O)OC[C@@H]1O[C@H](CCO/N=C(\C)CCN2CCCCc3nc(C)c(C)cc32)C=C[C@@H]1Oc1ccc(OC)cc1,nt,nt,nt,nt,-2%[11.5 µM],nt,0%[11.5 µM],2%[11.4 µM],14%[11.4 µM],6%[11.5 µM],nt
CCOC(=O)c1cc2cc(OC)ccc2[nH]1,2e-08M*,i,nt,i,nt,?,nt,-29%[25.5 µM],nt,nt,1.6e-08M*
COc1cccc(Cn2nnc(C(=O)NCc3ccc(F)cc3)c2N)c1,nt,nt,23%,nt,-3%,nt,0%,1%,6%,-10%,nt
CCCC(=O)Nc1ccc2c(c1)nc1n2CCSC1,?,i,-16%,i,-6%,?,-5%,-14%,-4%,-23%,i
COc1ccc(C2CC(c3ccc(Cl)cc3Cl)n3nc(N)nc3N2)cc1 (stereo not given),nt,nt,-12%,nt,-4%,nt,-3%,1%,17%,7%,nt
Cc1cc(C)nc(-n2nc(C)cc2NC(=O)c2ccc(Br)o2)n1,i,i,10%,?,1%,?,-1%,5%,23%,?,i

An excerpt (hit frequency here may not be typical).
